High-throughput results deposited in PubChem BioAssay by Broad Institute.
S100A4 MyoIIA – inhibitors of S100A4-myosin IIA peptide binding, primary screen, biochemical, fluorescence polarization, TAMRA-MyoIIA peptide | 360,000 tested, 0.14% active | Protein S100-A4 (Homo sapiens), P26447 | inhibition, % at 10.7 µM;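 active means mean inhibition of at least 70% across replicates, with every replicate also reaching that level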
Target sequence (P26447 whole entry, looked up): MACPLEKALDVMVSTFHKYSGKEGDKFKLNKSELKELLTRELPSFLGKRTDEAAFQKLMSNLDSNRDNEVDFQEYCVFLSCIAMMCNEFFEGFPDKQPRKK
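System – human S100A4 monomer protein, biochemical binding assay · Buffer or medium – Calcium-containing HEPES buffer, pH 7.2 · Timing – 5 min between mix addition and reading · Also added – TAMRA-labelled myosin IIA heavy-chain peptide probe, 5 nM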
LGR2 inh – inhibitors of bursicon-induced LGR2 CRE-luciferase signal, primary screen, cell-based, HEK293, CRE-luciferase reporter, bursicon stimulation | Drosophila bursicon receptor LGR2 (rickets) | bursicon-stimulated, 4 h | inhibition, % at 9.99 µM | 380,000 tested, 0.35% active | AID 720647, 2013;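 active means drop in luminescence signal, shown as inhibition above about 50% in the replicate tests, limit read from the data, passing the limit was not always enough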;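 further: agonist challenge used bursicon conditioned medium at about half maximal strength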
ERAP1 HTS inh – human ERAP1 aminopeptidase inhibitors, primary screen, biochemical, single point, plate reader; AID 652197, 2013; 340,000 tested, 0.15% active; recombinant ERAP1, Leu-AMC fluorescence, 60 min; inhibition, % at 10.7 µM;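 active means mean replicate inhibition of at least 30%, or all replicates individually reaching that 30% level; inactive means mean below 30% and not every replicate reaching it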;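 further: 0% = neutral control wells and 100% = L-leucinethiol positive control wells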
SIRT5 inh – SIRT5 desuccinylase inhibitors, primary screen, biochemical, fluorescence imaging, single point, set 5; Purified SirT5, succinyl-peptide AMC, trypsin-coupled fluorescence; inhibition, % at 15 µM; 330,000 tested, 1.1% active; in the data active means inhibition above about 15%
Target sequence (Q9NXA8 whole entry, looked up): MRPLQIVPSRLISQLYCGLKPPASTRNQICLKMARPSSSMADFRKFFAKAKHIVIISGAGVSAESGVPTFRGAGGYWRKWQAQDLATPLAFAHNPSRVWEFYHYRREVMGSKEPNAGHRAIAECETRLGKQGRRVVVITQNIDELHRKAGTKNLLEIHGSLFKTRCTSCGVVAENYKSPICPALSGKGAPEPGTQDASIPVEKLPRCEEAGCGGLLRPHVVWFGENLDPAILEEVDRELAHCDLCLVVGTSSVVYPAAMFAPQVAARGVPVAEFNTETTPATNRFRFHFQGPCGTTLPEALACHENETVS
Xi reactivation – activators of inactive X chromosome reactivation, primary screen, imaging, XiGFP fibroblasts, GFP high-content imaging, set 2. XiGFP mouse fibroblasts, % GFP-positive cells imaging, 3 d; cells co-treated with 5-aza-dC sensitizer; scaled so ellipticine positive control = 100%. activation, % at 7.58 µM. 360,000 tested, 0.055% active;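 active means mean normalized replicate activation at least 10% and every replicate at or above 10%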;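 further: 0% = median of on-plate neutral control wells and 100% = ellipticine 6 µM median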
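System: 68-5-11 XiGFP fibroblast line | Buffer or medium: DMEM containing 5-aza-dC | Compound: Single point | Times: Compounds 3 days, fix/stain 15 min at room temperature | Benchmarks: Positive control ellipticine, 6 µM final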
PGC1a acetyl inh – inhibitors of PGC1a acetylation signal, primary screen, cell-based, U2OS, AlphaScreen, inhibitor mode; AlphaScreen anti-acetyl-lysine; with virally co-expressed GCN5 acetyltransferase; inhibition, % at 15.6 µM; 350,000 tested, 0.17% active;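 active means every replicate shows inhibition of at least 40%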;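 further: 0% = neutral control wells and 100% = positive control wells; some results beyond the cut were filed as inactive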
Cneo AK release – Cryptococcus neoformans cell lysis inducers, primary screen, AK release luminescence, single concentration. C. neoformans lysis, adenylate kinase release luminescence, 4 h; normalised: neutral wells 0, clomiphene wells 100. AID 651654, 2012. 360,000 tested, 0.2% active. lysis activity, % at 15 µM;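 active means mean lysis activity across replicates of at least 80%, whatever share of replicates individually reach that level; inactive means mean lysis activity below 80%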
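Test system: log-phase Cryptococcus neoformans yeast cells. Input: 5 × 10^6 yeast cells/mL. Medium: fresh YPD growth medium. Doses: single dose. Incubation: static 4 h at 37 °C with compound, 1 h detection. Measured by: luminescent adenylate kinase detection reagent. Read-out: signal increase indicating cell lysis. Benchmarks: Clomiphene.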
C2C12 statin – suppressors of statin myotoxicity in C2C12 myotubes, primary screen, cell-based, single point, plate reader | C2C12 myotubes + simvastatin, ATP luminescence, 48 h; scaled: DMSO 0, geranylgeraniol control 100 | rescue of ATP level, % at 7.49 µM | 330,000 tested, 0.78% active;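 active means mean ATP rescue above about 67%, or every replicate alone reaching that limit, limit read from the data, passing the limit was not always enough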;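 further: myotubes were challenged with 10 µM simvastatin during compound exposure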
* hit, by the source's call; x = no result given. A portion of the library; the hit share may differ from the screen's.

SMILES | S100A4 MyoIIA | LGR2 inh | ERAP1 HTS inh | SIRT5 inh | Xi reactivation | PGC1a acetyl inh | Cneo AK release | C2C12 statin
CN([C@@H](C(=O)OC(C)(C)C)c1ccccc1)S(=O)(=O)c1cccc(S(=O)(=O)N(C)[C@@H](C(=O)OC(C)(C)C)c2ccccc2)c1 | -3 | -2 | 2 | x | 0.0 | -1 | 0 | -27
O=C(/C=C/c1cccs1)NCc1ccccc1 | -10 | -31 | 0 | 7 | 0.1 | 2 | x | x
Cc1nnc(NC(=O)CN2CCN(Cc3ccccc3Cl)CC2)s1 | -2 | 6 | -5 | 1 | 0.0 | 1 | 5 | 2
COc1ccc(Cl)cc1-c1cc(C(=O)Nc2ccc(C)c(NS(C)(=O)=O)c2)[nH]n1 | -7 | 16 | 14 | 0 | 0.0 | 7 | 1 | -7
Cc1noc(C)c1-c1nnc(-c2ccc(OC(F)(F)F)cc2)o1 | -10 | -12 | x | 4 | 0.2 | x | x | x
C[C@@H]1CN([C@H](C)CO)S(=O)(=O)c2ccc(-c3cccnc3)cc2O[C@@H]1CN(C)C(=O)CN(C)C | 10 | 11 | 3 | 1 | 0.2 | 8 | -3 | -6
O=C(C[C@H]1CC[C@H]2[C@@H](COC[C@H](O)CN2C(=O)Nc2ccc(Cl)c(Cl)c2)O1)NCc1ccccc1 | 8 | 17 | 2 | 0 | 0.2 | 9 | -6 | -25
Cc1cc(O)c2c(c1)CC1C3CCC4CC(=O)CCC4(C)C3CC(=O)C21C (stereo unspecified) | -1 | -10 | 3 | x | 0.1 | 8 | 4 | 10
CC(=O)c1cccc(NC(=O)CCNS(=O)(=O)c2cccc3nonc23)c1 | 3 | 15 | 16 | 10 | 0.0 | -1 | -3 | -4
Cc1ccc(Cl)cc1-n1ncc2c(NNC(=O)c3ccco3)ncnc21 | 2 | -2 | 0 | 0 | 0.0 | -7 | 2 | 10
O=C(O)c1ccc(N/N=C/C=C/c2ccccc2)cc1 | -8 | -43 | x | -1 | 0.3 | -11 | -13 | -119
COc1cccc(CCC(=O)N(C)C2CCCN(Cc3ccccc3F)C2)c1 (stereo unspecified) | -4 | 2 | -1 | -28 | 0.0 | x | -2 | 2
CCCCn1c(SCC(=O)NC2CC2)nc2cc(C(=O)OC)ccc2c1=O | 6 | -8 | 0 | x | 0.1 | 11 | 0 | 1
COc1ccc(Cl)cc1NC(=O)CN(C)C(=O)c1cc2c(s1)CCC(C)C2 (stereo unspecified) | -7 | -6 | -1 | -2 | 0.1 | 12 | x | x
CCOC(CCn1c(SCC(=O)Nc2cc(C)on2)nc2ccccc2c1=O)OCC | -1 | -4 | 7 | -4 | 0.0 | 9 | 1 | 7
CCCCOC(=O)c1cc(=O)[nH]c(=O)[nH]1 | 0 | -5 | 0 | 0 | x | -12 | 0 | 4
CCOc1ncccc1C(=O)NCCN1C(=O)S/C(=C/c2cccs2)C1=O | -8 | -30 | -3 | -3 | 0.0 | x | x | x
CC1CCCN(S(=O)(=O)c2ccc(-c3ccc(=O)[nH]n3)o2)C1 (stereo unspecified) | 30 | 0 | 0 | -4 | 0.5 | -10 | -5 | -1
Nc1nc(Cn2nnc(-c3ccccc3F)n2)nc(N2CCOCC2)n1 | 2 | -10 | 0 | 0 | x | -3 | 0 | x
COCC#Cc1cnc2c(c1)C(=O)N([C@@H](C)CO)C[C@H](C)[C@H](CN(C)C(=O)Nc1cc(F)ccc1F)O2 | 4 | -6 | 5 | -1 | -0.4 | 5 | 0 | 6
CN(C)c1ccc(C(=O)NCC2CCN(C(=O)C(=O)c3cccs3)CC2)cc1 | 0 | -18 | 4 | x | 0.0 | x | x | x
CCN(CC)CCN(Cc1cc2ccc(C)cc2[nH]c1=O)C(=O)NC1CCCCC1 | -5 | 11 | -3 | 0 | 0.3 | x | x | x
O=C(C[C@H]1CC[C@@H]2[C@H](COC[C@@H](O)CN2C(=O)Nc2ccc(Cl)c(Cl)c2)O1)NCc1ccc(Cl)c(Cl)c1 | -3 | 13 | -1 | 7 | 0.1 | 6 | -4 | -11
COCC(=O)N1[C@H](CO)[C@H]2c3ccccc3N(C(=O)c3ccccc3F)C[C@H]21 | 7 | 0 | 1 | -1 | 0.1 | 3 | -3 | -1
Cc1csc(=O)n1CC(=O)OCC(=O)c1ccc(Br)cc1 | -1 | -11 | -6 | -2 | -0.1 | x | 3 | 3

Ordered by number of heavy atoms (ascending): part of the list above
SMILES | S100A4 MyoIIA | LGR2 inh | ERAP1 HTS inh | SIRT5 inh | Xi reactivation | PGC1a acetyl inh | Cneo AK release | C2C12 statin
Cc1cc(O)c2c(c1)CC1C3CCC4CC(=O)CCC4(C)C3CC(=O)C21C (stereo unspecified) | -1 | -10 | 3 | x | 0.1 | 8 | 4 | 10
CN(C)c1ccc(C(=O)NCC2CCN(C(=O)C(=O)c3cccs3)CC2)cc1 | 0 | -18 | 4 | x | 0.0 | x | x | x
CCN(CC)CCN(Cc1cc2ccc(C)cc2[nH]c1=O)C(=O)NC1CCCCC1 | -5 | 11 | -3 | 0 | 0.3 | x | x | x

One compound at a time, as listed above. Order of values: S100A4 MyoIIA	LGR2 inh	ERAP1 HTS inh	SIRT5 inh	Xi reactivation	PGC1a acetyl inh	Cneo AK release	C2C12 statin
Shown for Cc1cc(O)c2c(c1)CC1C3CCC4CC(=O)CCC4(C)C3CC(=O)C21C (stereo unspecified) = -1	-10	3	x	0.1	8	4	10
Shown for O=C(C[C@H]1CC[C@@H]2[C@H](COC[C@@H](O)CN2C(=O)Nc2ccc(Cl)c(Cl)c2)O1)NCc1ccc(Cl)c(Cl)c1 = -3	13	-1	7	0.1	6	-4	-11
Shown for O=C(C[C@H]1CC[C@H]2[C@@H](COC[C@H](O)CN2C(=O)Nc2ccc(Cl)c(Cl)c2)O1)NCc1ccccc1 = 8	17	2	0	0.2	9	-6	-25
Shown for Cc1nnc(NC(=O)CN2CCN(Cc3ccccc3Cl)CC2)s1 = -2	6	-5	1	0.0	1	5	2
Shown for CCN(CC)CCN(Cc1cc2ccc(C)cc2[nH]c1=O)C(=O)NC1CCCCC1 = -5	11	-3	0	0.3	x	x	x

(cont.)
SMILES | S100A4 MyoIIA | LGR2 inh | ERAP1 HTS inh | SIRT5 inh | Xi reactivation | PGC1a acetyl inh | Cneo AK release | C2C12 statin
COc1cc(C(=O)N/C(=C/c2ccc(F)cc2)C(=O)NC(C(=O)O)c2ccccc2)cc(OC)c1OC (stereo unspecified) | 2 | 6 | -1 | -2 | 0.6 | x | 1 | 13
COc1ccc2c(c1)C(=O)CC(c1ccccc1)O2 (stereo unspecified) | -4 | -67 | 5 | x | 0.2 | 10 | 5 | 0
Cc1ccccc1-c1nc(CS(=O)(=O)CC(=O)N2CCc3ccccc32)c(C)o1 | -26 | -15 | 1 | -8 | 0.0 | x | 1 | -2
C[C@@H]1CN([C@@H](C)CO)C(=O)c2cccc(NC(=O)Nc3ccc(F)cc3)c2O[C@H]1CN(C)S(=O)(=O)c1cn(C)cn1 | x | -2 | x | x | -0.1 | -8 | x | -11
CC(=O)Nc1ccc(S(=O)(=O)Nc2nc(C)nc3sc(C)c(C)c23)cc1 | -4 | 5 | -4 | -6 | 0.1 | 7 | 1 | 6
COc1ccc(C(=O)n2nc(-c3ccc(C)cc3)nc2N)cc1OC | -4 | 1 | 9 | -3 | x | -7 | -2 | x
C=CCn1c(SCC(=O)Nc2ccc(N3CCOCC3)cc2)nnc1-c1ccncc1 | -2 | 7 | -1 | 0 | 0.0 | 9 | 0 | -46
CCN(CC)C(=O)c1cc2c(=O)c3cc(F)ccc3oc2nc1C | -2 | -15 | 3 | 5 | 0.4 | 6 | 6 | -4
CCn1ncc(NC(=S)NCCc2ccc(OC)c(OC)c2)c1C(N)=O | -2 | -23 | 3 | -4 | 0.1 | x | x | x
CCCNC(=O)C1(C)CCCN(C(=O)c2ccccc2F)C1 (stereo unspecified) | -6 | 4 | 7 | -4 | 0.0 | 6 | 1 | -4
CN(C)C(=O)C[C@@H]1C=C[C@H](NC(=O)c2ccc(F)cc2)[C@@H](CO)O1 | -10 | -7 | 1 | -5 | -0.1 | 0 | 9 | 4
CSc1nc(-c2ccccc2)nc(N2CCOCC2)c1C(C)=O | 1 | 9 | 5 | 3 | 0.0 | -3 | x | x
CC(C)OC(=O)N(C)C[C@H]1OCc2ccccc2-c2ccccc2C(=O)N([C@H](C)CO)C[C@H]1C | -19 | -8 | -1 | -4 | 0.6 | -7 | -1 | 15
COC(=O)c1cn(C(=O)c2cccs2)c2ccccc12 | -1 | -11 | 1 | 0 | x | -3 | 2 | x
COc1cc(CNc2ncnc3c2ncn3[C@H]2CN(CCc3ccccc3)C[C@@H](CO)O2)cc(OC)c1OC | -16 | -11 | -2 | 2 | 0.0 | 4 | 0 | -8
Nc1c(N2CCN(c3ccccc3)CC2)c2ccccc2oc1=O | x | 8 | x | x | x | -6 | -1 | 24
Cc1ccc2cc(C)c3nnc(SCC(=O)N4CCN(C(=O)c5ccco5)CC4)n3c2c1 | 2 | -11 | 1 | x | x | -7 | -1 | 0
CCc1ccc(NC(=O)Cn2cccc2)cc1 | -6 | x | -2 | 0 | 0.1 | 1 | x | 1
O=C(N/N=C/c1cccc([N+](=O)[O-])c1)c1c[nH]c2ccccc12 | -2 | -41 | x | -1 | 0.0 | -2 | 1 | x
COc1ccc(CN2CCN(Cc3cccc4nonc34)CC2CCO)c(C)c1C (stereo unspecified) | 4 | 3 | 1 | -1 | 0.1 | x | x | x
c1cc2c3c(cccc3c1)NC1(CCCC1)N2 | -3 | 12 | 0 | 1 | 0.1 | 10 | -1 | 3
O=C(C[C@@H]1CC[C@H]2[C@@H](COC[C@@H](O)CN2C(=O)c2cc(Cl)cc(Cl)c2)O1)N1CCc2ccccc2C1 | -30 | -1 | 0 | -2 | 0.3 | -5 | 1 | 19
CC1CCCN(C(=O)Cn2c(=O)oc3cc(S(=O)(=O)N4CCCCC4C)ccc32)C1 (stereo unspecified) | 1 | 1 | 1 | x | -0.1 | -5 | 1 | 8
Cc1cc([N+](=O)[O-])nn1CCCC(=O)Nc1ccc(Cl)cc1Cl | -6 | 8 | x | -3 | x | 4 | 3 | -9
Cc1ccc2c(C(=O)CN3CCCC(C)C3)c(C)[nH]c2c1 (stereo unspecified) | -2 | 14 | 1 | 2 | 0.2 | 9 | -1 | -1
Cc1[nH]n(-c2ccccc2)c(=O)c1C(=O)Nc1ccccc1 | -12 | 14 | -5 | 2 | 0.4 | x | -1 | -8

Three compounds out of the list above, arranged by the value under SIRT5 inh, lowest first:
| Structure | S100A4 MyoIIA | LGR2 inh | ERAP1 HTS inh | SIRT5 inh | PGC1a acetyl inh |
| --- | --- | --- | --- | --- | --- |
| Cc1cc([N+](=O)[O-])nn1CCCC(=O)Nc1ccc(Cl)cc1Cl | -6 | 8 | x | -3 | 4 |
| CCc1ccc(NC(=O)Cn2cccc2)cc1 | -6 | x | -2 | 0 | 1 |
| CSc1nc(-c2ccccc2)nc(N2CCOCC2)c1C(C)=O | 1 | 9 | 5 | 3 | -3 |
